High-throughput results deposited in PubChem BioAssay by Johns Hopkins Ion Channel Center.
MrgX1 agonist = agonists of human MrgX1 receptor, primary screen, HEK293 cells, Fluo-4 calcium flux. Fluo-4 calcium fluorescence, agonist mode; stronger effect = higher value. 0.44% of 310,000 active. Mas-related G-protein coupled receptor member X1 (Homo sapiens), Q96LB2. AID 588627, 2011. B-score at 10 µM;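 active = calcium response B-score plate-corrected fluorescence ratio at least 3 library SD, with starting fluorescence B-score inside 5 SD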
Target sequence (Q96LB2 whole entry, looked up): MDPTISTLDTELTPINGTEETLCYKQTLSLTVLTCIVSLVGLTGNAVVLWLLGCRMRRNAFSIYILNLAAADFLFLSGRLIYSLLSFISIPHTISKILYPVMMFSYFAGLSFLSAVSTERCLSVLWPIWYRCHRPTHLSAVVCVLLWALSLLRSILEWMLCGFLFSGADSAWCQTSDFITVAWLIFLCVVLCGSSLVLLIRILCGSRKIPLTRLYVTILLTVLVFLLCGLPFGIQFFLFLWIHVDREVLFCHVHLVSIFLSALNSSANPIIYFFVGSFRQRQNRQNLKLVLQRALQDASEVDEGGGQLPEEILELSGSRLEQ
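System: HEK293 cells stably expressing human MrgX1 receptor; Dosing: test compound in the initial addition of three; Schedule: overnight plating, then 30 min 37 °C plus 30 min room-temperature dye loading; Detection: kinetic calcium dye fluorescence, Fluo-4 NW; Controls: per-plate positive and negative controls for Z′ factor.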
MrgX1 antag = antagonists of human MrgX1 receptor, primary screen, HEK293 cells, Fluo-4 calcium flux | Mas-related G-protein coupled receptor member X1 (Homo sapiens), Q96LB2 | BAM8-22 antagonism; stronger effect = lower value | B-score at 10 µM | 1.3% of 310,000 active;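 active = calcium-response B-score plate-corrected more than 3 library SD below zero, starting fluorescence within 5 deviations, no agonist response on first addition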;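 note: peak minus trough fluorescence over baseline after final BAM8-22 challenge near maximal dose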
RGS4 block = RGS4 inhibitors, primary screen, cell-based, HEK293 M3R inducible RGS4, calcium flux; Fluo-4 calcium flux; stronger effect = higher value; triggered by carbachol at its EC20; B-score at 10 µM; 0.45% of 310,000 active;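 active = B-score, a plate-corrected calcium signal, over three deviations above library mean, with baseline fluorescence within five deviations of library mean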;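 note: RGS4 expression induced by doxycycline in cells with stable M3 receptor; B-score is computed from the integrated fluorescence ratio over baseline after carbachol; higher B-score means a larger calcium signal and so more RGS4 inhibition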
Target sequence (P49798 whole entry, looked up): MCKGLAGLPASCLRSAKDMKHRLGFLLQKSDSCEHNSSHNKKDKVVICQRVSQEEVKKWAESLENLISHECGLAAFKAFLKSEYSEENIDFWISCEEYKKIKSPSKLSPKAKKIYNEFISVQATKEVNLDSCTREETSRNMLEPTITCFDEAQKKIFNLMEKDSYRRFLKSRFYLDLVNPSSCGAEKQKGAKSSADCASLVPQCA
TMEM16A inh = TMEM16A chloride channel inhibitors, primary screen, cell-based, HTS | normalized B-score (activity score, 25-100; higher = stronger inhibition) at 10 µM | Anoctamin-1 (Mus musculus), Q8BHY3 | HEK293 TMEM16A/YFP iodide influx fluorescence, ionomycin | 1.2% of 310,000 active;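 active = ratio plate-corrected score three or more library SD toward inhibition, starting fluorescence score within five deviations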;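 note: score derived from kinetic fluorescence span divided by baseline fluorescence per well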
TRPC4 inh = inhibitors of mouse TRPC4 channel, primary screen, Fluo4 calcium, HEK293 TRPC4beta/mu-opioid cells; Short transient receptor potential channel 4 (Mus musculus), Q9QUQ5; B-score at 10 µM; DAMGO-evoked Fluo4 calcium flux; stronger effect = lower value; 0.39% of 300,000 active;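 active = B-score over 3 SD under the library average, no early fluorescence shift, positive overall ratio signal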
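Material: HEK293 cells with stable TRPC4beta plus mu-opioid receptor expression / Probe or stimulus: DAMGO in two steps, submaximal then maximal / Compound: single concentration per test compound / Technique: kinetic Fluo4 fluorescence imaging of calcium influx / Read-out: per-well B score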
TRPC4 agonist = activators of mouse TRPC4 channel, primary screen, Fluo4 calcium, HEK293 TRPC4beta/mu-opioid cells; Fluo4 calcium fluorescence; stronger effect = higher value; B-score at 10 µM; 0.49% of 310,000 active; AID 2237, 2010;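 active = B-score above 5 SD of library B-scores, and initial fluorescence ratio not above library mean plus 5 SD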;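 note: positive B-score marks a calcium rise read as TRPC4 activation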
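Material: HEK293 stable line with TRPC4beta plus mu-opioid receptor; technique: Fluo4 calcium-sensitive dye fluorescence, kinetic, 1 Hz baseline; timing: Fluo4 dye loading 45 min at room temperature, 110 s recording; controls: assay buffer as low control, maximal DAMGO as high control; read-out: integrated baseline-normalised fluorescence ratio, converted to per-well B score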
MrgX1 allo act = positive allosteric modulators of MrgX1, primary screen, HEK293 cells, Fluo-4 calcium flux | 0.63% of 310,000 active | B-score at 10 µM | Mas-related G-protein coupled receptor member X1 (Homo sapiens), Q96LB2 | FDSS; stronger effect = higher value;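 active = plate-corrected calcium response at least 3 library SD above typical, normal starting fluorescence, not activating the receptor alone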;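 note: compound read alongside a low EC10 to EC30 dose of BAM8-22 agonist; peak minus trough fluorescence over baseline measured at the second addition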
TRPC6 activator = mouse TRPC6 channel activators, primary screen, cell-based, HEK293, membrane potential dye | Short transient receptor potential channel 6 (Mus musculus), Q61143 | B-score at 10 µM | HEK293-TRPC6 membrane potential dye fluorescence; stronger effect = higher value | 0.13% of 310,000 active;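 active = B-score of the integrated fluorescence ratio above library mean plus 3 SD, and starting fluorescence ratio within library mean plus 5 SD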;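 note: higher score means more depolarization so channel activation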
TRPC6 inh = mouse TRPC6 channel inhibitors, primary screen, cell-based, HEK293, membrane potential dye | B-score at 10 µM | ACh-evoked depolarization; stronger effect = lower value | 1.1% of 310,000 active | Short transient receptor potential channel 6 (Mus musculus), Q61143;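 active = B-score under library mean minus 3 SD, initial fluorescence not abnormally high, positive integrated signal ratio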;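 note: B-score derived from integrated fluorescence ratio over the kinetic read; more negative B-score means stronger inhibition of depolarization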
TRPC4 PAM = positive allosteric modulators of TRPC4, primary screen, cell-based, mouse TRPC4beta, HEK293 mu-opioid, Fluo-4 calcium. B-score at 10 µM. DAMGO EC20, Fluo-4 Ca2+ flux; stronger effect = higher value. Short transient receptor potential channel 4 (Mus musculus), Q9QUQ5. 0.42% of 310,000 active;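 active = B-score of calcium response area above 5 SD of library B-scores, with initial fluorescence ratio within 5 SD of library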;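 note: B-score of integrated fluorescence ratio over time as area under calcium response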
TMEM16A act = TMEM16A chloride channel activators or potentiators, primary screen, cell-based, HTS | B-score at 10 µM | Anoctamin-1 (Mus musculus), Q8BHY3 | HEK293 TMEM16A/YFP-H148Q/I152L, iodide quench fluorescence; stronger effect = lower value | 0.3% of 340,000 active;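 active = fluorescence-ratio B-score plate-corrected deviation score at least 3 library SD below zero, with starting fluorescence score within 5 deviations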;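 note: channel opened by trigger with iodide after compound preincubation; score built on the fluorescence ratio of max minus min over baseline; more negative score means more quench and so TMEM16A activation or potentiation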
An asterisk follows results filed as active; i = inactive; nt = no result given.

SMILES	MrgX1 agonist	MrgX1 antag	RGS4 block	TMEM16A inh	TRPC4 inh	TRPC4 agonist	MrgX1 allo act	TRPC6 activator	TRPC6 inh	TRPC4 PAM	TMEM16A act
N=c1n(Cc2ccccc2)c2ccccc2n1CC(O)c1ccco1 (configuration not stated)	i	i	i	i	i	i	i	i	i	i	i
O=C(c1ccc(COc2c(F)c(F)c(F)c(F)c2F)o1)N1CCN(Cc2ccc3c(c2)OCO3)CC1	i	i	i	i	i	i	i	i	i	i	i
COc1cccc(-c2cc(C(F)(F)F)n3ncc(C(=O)N4CCc5ccccc5C4)c3n2)c1	i	i	i	i	i	i	i	i	i	i	i
Cc1cc(C)cc(NC(=O)OCCN2CCN(Cc3ccccc3)CCC2=O)c1	i	i	i	i	i	i	i	i	i	i	i
Cc1ccc(-c2cc(C(=O)N3CCN(c4ncccn4)CC3)c3ccccc3n2)cc1	i	i	i	i	i	i	i	i	i	i	i
CCOc1ccc2nc(NC(=O)CS(=O)(=O)c3ccccc3)sc2c1	i	i	i	i	i	i	i	i	i	i	i
O=C(COC(=O)C1CCC1)Nc1cccc(S(=O)(=O)N2CCOCC2)c1	i	i	i	i	i	i	i	i	i	i	i
CCc1nnc(NC(=O)c2ccc3c(c2)C(=O)N(CC(C)C)C3=O)s1	nt	nt	i	nt	i	i	nt	i	i	i	nt
O=C(CSc1nnnn1C1CCCC1)N1CCCc2ccccc21	i	i	i	i	i	i	i	i	i	i	i
Cc1nn(C)c(C)c1-c1c(C#N)c(N)nc2c1CCCCCC2	i	i	i	i	i	i	i	i	i	i	-6.1*
CCCNC(=O)OCc1cccnc1Sc1ccc(C)cc1	i	i	i	i	i	i	i	i	i	i	i
O=C(N=c1nc2ccccn2s1)c1ccccc1	i	i	i	i	i	i	i	i	i	i	i
CCCCCNC(=O)c1ccc2c(=O)[nH]c3c(C(=O)NCC4CCCO4)sc(=S)n3c2c1 (configuration not stated)	i	i	i	i	i	i	i	i	i	i	i
Cc1cccc(-n2c(CNC(=O)c3ccc(S(=O)(=O)N(C)C)cc3)nnc2SCC(=O)Nc2ccc(F)cc2)c1	i	i	i	i	i	i	i	i	i	i	i
CCc1nc2sc3c(=O)n(N)cnc3c2c2c1COC(C)(C)C2	i	i	i	i	i	i	i	i	i	i	nt
Cc1nc(C(=O)NCc2ccccc2)sc1C1(C)CC(c2cccnc2)=NO1 (configuration not stated)	i	i	i	i	i	i	i	i	-5.4*	i	i
Cc1cccc(CC(=O)Nc2cccnc2)c1	i	i	i	i	i	i	i	i	i	i	i
Cc1csc(NC(=O)CSc2nnc(Cn3c(=O)sc4ccccc43)n2-c2ccccc2)n1	i	i	nt	i	nt	nt	i	nt	nt	nt	i
O=S(=O)(NCc1ccccc1)NCc1cccc(C(F)(F)F)c1	i	i	i	i	i	i	i	i	i	i	i
O=C(NCC1CCCO1)C(C(=O)c1ccc(F)cc1)n1ccccc1=O (configuration not stated)	i	i	i	i	i	i	i	i	i	i	i
CCOc1c(Cl)cc(/C=N/NC(N)=S)cc1OC	i	i	i	i	i	i	i	i	i	i	i
CN1CCN(C(=O)Nc2ccccc2)CC1	i	i	i	i	i	i	i	i	i	i	i
COc1ccc(CCC(=O)N2CCN(c3ccccc3)CC2)cc1OC	i	i	i	i	i	i	i	i	i	i	i
Cc1ccc2c(c1)CCCN2C(=O)c1ccncc1	i	i	i	i	i	i	i	i	i	i	i
CCOC(=O)c1c(C)[nH]c(N=Nc2ccc(C)cc2)c1C	i	i	i	i	i	i	i	i	i	i	i
CCOc1ccc(C(=S)N2CCCC2)c(OCC)c1	i	i	i	i	i	i	i	i	i	i	i
O=C1O/C(=C\C(=O)N2CCOCC2)c2ccccc21	i	i	i	i	i	i	i	i	i	i	i
O=C(CCN1CCCCO1)N1CCCC(Nc2ccc(F)cc2)C1 (configuration not stated)	i	i	i	i	i	i	i	i	i	i	i
CCOc1ccc(-n2c(C)cc(C(=O)CCl)c2C)cc1	i	i	i	i	i	i	i	i	i	i	i
CCc1ccccc1S(=O)(=O)Cc1ccc(C(=O)N2CCN(c3ccccc3OC)CC2)o1	i	i	i	i	i	i	i	i	i	i	i
NC(=O)CN(C/C=C/c1ccccc1)C/C=C/c1ccccc1	i	i	i	i	i	i	i	i	i	i	i
CCOC(=O)c1ccc(NC(=O)Nc2ccon2)cc1	i	i	i	i	i	i	i	i	i	i	i
CN1CCc2c(n(CC(O)CNCc3ccccc3)c3ccccc23)C1=O (configuration not stated)	i	i	i	i	i	i	i	i	i	i	i
O=C1c2ccccc2C(=O)C1(CO)c1ccccc1	i	i	i	i	i	i	i	i	i	i	i
O=C(CCC(=O)c1cccs1)OCC(=O)N1CCN(C(=O)c2ccco2)CC1	i	i	i	i	i	i	i	i	i	i	i
COc1ccc(NS(=O)(=O)c2ccc3c(c2)NC(=O)CO3)c(OC)c1	i	i	i	i	i	i	i	i	i	i	i
CN(C)c1ccc(C(CNS(=O)(=O)c2ccc3ccccc3c2)c2c[nH]c3ccccc23)cc1 (configuration not stated)	i	i	i	i	i	i	i	i	i	i	i
CCN(Cc1ccccc1)C(=O)Cc1c[nH]c2ccccc12	i	i	i	i	i	i	i	i	i	i	i
CCN(CC)CCN1C(=O)/C(=C\c2ccc(Cl)c([N+](=O)[O-])c2)SC1=Nc1ccc(OC)cc1	i	i	27*	i	i	i	i	i	i	i	i
CC(=O)c1ccc(NC(=S)Nc2ccc3cn[nH]c3c2)cc1	i	i	i	i	i	i	i	i	i	i	i
COc1ccc(OC)c(S(=O)(=O)Nc2ccc(F)cc2)c1	i	i	i	i	i	i	i	i	i	i	i
Cc1ccc(Nc2nc(NCCO)c3ccccc3n2)cc1C	i	-6.1*	i	i	i	i	i	i	-6.5*	i	i
COC(=O)c1cc(OC)c(OC)cc1N1C(=O)CC(C)(C)CC1=O	i	i	i	i	i	i	i	i	i	i	i
CCc1ccc(NC(=O)CCn2nc(C)c(S(=O)(=O)N3CCCCC3)c2C)cc1	i	i	i	i	i	i	i	i	i	i	i
COc1cccc(CNC(=O)c2cccc(Br)c2)c1	i	i	i	i	i	i	i	i	i	i	i
CC(C)(C)Cc1nnc(NS(C)(=O)=O)s1	i	i	i	i	i	i	i	i	i	i	i
CC(C)(CNS(=O)(=O)c1ccc2c(c1)OCCO2)N1CCOCC1	i	i	i	i	i	i	i	i	i	i	i
Cc1cc(C(=O)Nc2ccccc2C#N)n(-c2ccccc2)n1	i	i	i	i	i	i	i	i	i	i	i
COc1ccc(NC(=O)CN(C)C(=O)/C=C/c2cn(-c3ccccc3)nc2-c2ccc(F)cc2)cc1	i	i	i	i	i	i	i	i	i	i	i
Cc1ccc(S(=O)(=O)N(Cc2cccc(F)c2)C(=O)N2CCN(C)CC2)cc1	i	i	i	i	i	i	i	i	i	i	i
O=c1[nH]c2cc([N+](=O)[O-])c([N+](=O)[O-])cc2[nH]c1=O	i	i	i	i	i	i	i	i	i	i	i
COCCn1c(-c2ccc(F)cc2)nc2oc3cc(OC)ccc3c(=O)c2c1=O	i	i	i	i	i	i	i	i	i	i	i
CCOc1ccc2cc(C#N)c(SCC(=O)N3CCOCC3)nc2c1	i	i	i	i	i	i	i	i	i	i	i
O=C(CC1(O)C(=O)N(Cc2ccc3c(c2)OCO3)c2ccccc21)c1ccccc1 (configuration not stated)	i	i	i	i	i	i	i	i	i	i	i
CCOc1ccccc1NC(=O)Cn1c(=O)n(-c2ccc(OC)cc2OC)c(=O)c2c(C)c(C(=O)N(CC)CC)sc21	i	i	i	i	i	i	i	i	i	i	i
Cc1ccc2c(C)c(C(=O)NCCN3CCOC3=O)oc2c1C	i	i	i	i	i	i	i	i	i	i	i
Cc1ccc(C(C)NC(=O)C23CC4CC(CC(C4)C2)C3)cc1 (configuration not stated)	i	i	i	i	i	i	i	i	i	i	i
CCCOc1ccc(Cl)cc1CNc1ccccc1	i	i	i	i	i	i	i	i	i	i	i
CCN1CCN(CCC(=O)Nc2ccc(C)cc2)CC1	i	i	i	i	i	i	i	i	i	i	i
CCN(CC)CCCNC(=O)/C=C/C(=O)O	i	i	i	i	i	i	i	i	i	i	i
Next structures.
SMILES	MrgX1 agonist	MrgX1 antag	RGS4 block	TMEM16A inh	TRPC4 inh	TRPC4 agonist	MrgX1 allo act	TRPC6 activator	TRPC6 inh	TRPC4 PAM	TMEM16A act
CCOc1cc(C(=S)N2CCCC2)ccc1O	i	i	i	i	i	i	i	i	i	i	i
COc1ccc(CCn2c(-c3ccc(OC)cc3)nc3c(c(=O)c4ccccc4n3C)c2=O)cc1	i	i	i	i	i	i	i	i	i	i	i
CCCCSc1nc(C)cc(SCC(=O)N/N=C/c2ccccc2)n1	i	i	i	i	i	i	i	i	i	i	i
CC1(C)C(C=C(Cl)Cl)C1C(=O)N(Cc1ccccc1Cl)C1CCS(=O)(=O)C1 (configuration not stated)	i	i	i	i	i	i	i	i	i	i	i
CCOC(=O)Nc1oc2ccccc2c(=O)c1CN1CCOCC1	i	i	i	i	i	i	i	i	i	i	i
O=C(COC(=O)c1cc(S(=O)(=O)N2CCOCC2)ccc1F)c1ccc[nH]1	i	i	i	i	i	i	i	i	i	i	i
